HCMV antiviral = qHTS Assay for inhibitors of the human cytomegalovirus (HCMV); AID 1259415, 2018; activity change, negative = inhibition, % at 57.5 µM; actives 4.5% (n = 410,000); HFF cells, HCMV-luciferase reporter, 72 h; stronger effect = lower value; in the data active = activity change below about -60%; inconclusive = no clear call, values can overlap the other calls; inactive = above about -39%; also: % is scaled to controls: 0 for no effect and ±100 for the full control effect
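Two-dose cell screen: HFF monolayers treated with compounds and infected with luciferase-expressing HCMV at 1 PFU/cell, 72 h at 37C, then lysed for luciferase measurement.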
Shiga toxin inh = A qHTS for Small Molecule Inhibitors of Shiga Toxin. Vero cells, Shiga toxin protein synthesis inhibition reporter. inhibition, % at 38.7 µM. actives 9.2% (n = 290,000). AID 2315, 2010; in the data active = inhibition mostly above about 28%, no sharp cut-off; inactive = mostly below about 43%; also: 0% is about no effect
AmpC inh no detg = qHTS Inhibitors of AmpC Beta-Lactamase (assay without detergent) | P00811 | AmpC nitrocefin hydrolysis, absorbance 480 nm, 0.0001% Triton | Potency, µM (top dose mostly 57.1 µM), for inactives: at the top dose activity change, negative = inhibition, most hits filed as inhibitors | actives 0.52% (n = 330,000);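 also: potency is read from the fitted curve at half-maximal effect; plate controls were no compound for no effect and no enzyme for full effect; nearly all actives have a fitted effect of over 20% in size; some results filed as inactive show a strong effect at the top dose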
Target sequence (P00811 whole entry, looked up): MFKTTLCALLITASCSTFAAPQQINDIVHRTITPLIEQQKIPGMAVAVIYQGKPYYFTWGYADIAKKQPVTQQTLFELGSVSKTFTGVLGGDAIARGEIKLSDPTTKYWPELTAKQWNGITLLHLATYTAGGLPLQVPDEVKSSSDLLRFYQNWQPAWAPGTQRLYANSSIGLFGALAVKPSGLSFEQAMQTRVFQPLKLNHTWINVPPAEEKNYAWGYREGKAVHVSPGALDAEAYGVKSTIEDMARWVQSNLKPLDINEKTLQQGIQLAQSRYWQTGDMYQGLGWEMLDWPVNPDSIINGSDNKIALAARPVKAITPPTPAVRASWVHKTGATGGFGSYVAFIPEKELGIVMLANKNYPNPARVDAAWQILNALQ
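20 mM phosphate pH 7.0 + 0.01% (detergent screen) or 0.0001% Triton X-100; 5.3 nM AmpC reagent; cpd preinc 15 min RT; nitrocefin (800 uM stock) to start; A480 q20 s × 4 min; Activity was normalised to no-enzyme and no-compound control wells.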
FBPA Giardia inh = qHTS Assay for Inhibitors of Fructose-1,6-bisphosphate Aldolase from Giardia Lamblia. A8B2U2. purified Giardia FBPA. Potency, µM (top dose mostly 59.6 µM), for the others: top-dose activity, negative = inhibition, hits mostly inhibitors. actives 0.71% (n = 290,000). AID 2451, 2010; also: potency is read from the fitted curve at half-maximal effect; % is scaled to controls: 0 for no effect and ±100 for the full control effect; nearly all actives have a fitted effect of over 55% in size
Target sequence (A8B2U2 whole entry, looked up): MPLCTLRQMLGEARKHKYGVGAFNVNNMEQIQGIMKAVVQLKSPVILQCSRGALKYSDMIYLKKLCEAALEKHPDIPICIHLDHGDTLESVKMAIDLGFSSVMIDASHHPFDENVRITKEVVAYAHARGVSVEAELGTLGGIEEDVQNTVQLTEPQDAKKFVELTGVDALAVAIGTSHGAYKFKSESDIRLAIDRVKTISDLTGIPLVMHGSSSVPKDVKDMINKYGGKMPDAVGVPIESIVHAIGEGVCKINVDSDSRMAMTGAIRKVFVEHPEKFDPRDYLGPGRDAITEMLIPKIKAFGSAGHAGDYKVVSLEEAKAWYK
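Giardia FBPA (40 nM reagent) was preincubated 10 min at RT with compound (up to 57.5 uM final), then substrate plus GAPDH/TPI/NAD/arsenate coupling system with diaphorase/resazurin was added; resorufin fluorescence (525/598 nm) was read after 20 min.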
AMA1 RON2 block = qHTS for Inhibitors of AMA1-RON; Towards Development of Antimalarial Drug Lead: Primary Screen. Plasmodium falciparum AMA1 (3D7) - RON2 peptide interaction. AlphaScreen AMA1-biotinylated RON2 peptide binding. Potency, µM (highest dose often 58.2 µM), for the others: at the highest dose activity change, negative = inhibition, usual class: inhibitors. actives 0.2% (n = 360,000);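 also: potency is read from the fitted curve at half-maximal effect; 0% = vehicle wells and -100% = peptide control; nearly all actives have a fitted effect of over 45% in size; some results filed as inactive show a strong effect at the top dose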
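AMA1 (3D7) with his tag at 25 nM final met compounds first, then biotinylated RON2 peptide at 25 nM; detection used donor plus acceptor beads, 10 µg/mL apiece, read by AlphaScreen after 30 min at room temperature.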
Cycloheximide cs = Cycloheximide Counterscreen for Small Molecule Inhibitors of Shiga Toxin. max response, %. cell reporter, cycloheximide protein synthesis inhibition counterscreen. actives 12% (n = 300,000); in the data active = max response mostly above about 13%, no sharp cut-off; inactive = mostly below about 14%; also: read at 38.3 µM for the half of the compounds with a filed dose; 0% is about no effect
AmpC detergent = qHTS Inhibitors of AmpC Beta-Lactamase (assay with detergent) | P00811 | AmpC hydrolysis of nitrocefin, absorbance 480 nm, 0.01% Triton | Potency, µM (top dose mostly 114 µM), without a hit: at the highest dose activity change, negative = inhibition, actives largely listed as inhibitors | actives 0.041% (n = 370,000);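 also: potency is read from the fitted curve at half-maximal effect; 0% = no-compound wells and -100% = no-enzyme wells; nearly all actives have a fitted effect of over 25% in size; some results filed as inactive show a strong effect at the top dose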
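20 mM phosphate pH 7.0 + 0.01% (detergent screen) or 0.0001% Triton X-100; 5.3 nM AmpC reagent; cpd preinc 15 min RT; nitrocefin (800 uM stock) to start; A480 q20 s × 4 min; Activity was normalised to no-enzyme and no-compound control wells.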
Starred values were filed as active, the others as inactive; ? = inconclusive; / = not tested or not shown; & = joins results of further samples; [ ] = dose if it differs, or a comment. Unless noted, calls follow the shape of the dose curve; as a rule, active = well fitted curve in the direction sought with a large enough effect; inconclusive = small, poorly fitted or top-dose-only effect, or another doubt; inactive = no such curve, though single readings can be large; an effect the other way counts as inactive or inconclusive.

SMILES	HCMV antiviral	Shiga toxin inh	AmpC inh no detg	FBPA Giardia inh	AMA1 RON2 block	Cycloheximide cs	AmpC detergent
COCCCN1C(=O)c2ccc(C(=O)O)cc2C1=O	28	-5	-11%	12%	-1%	-3	?
CCc1ccc(C(=O)COC(=O)c2cccnc2Cl)cc1	-21	95*	1%	3%	14%	39*	0%
CC(C)(C)n1nnnc1C(c1cccnc1)N1CCN(c2ccccn2)CC1 (stereo not given)	-20	-5	4%	5%	0%	-6	0%
CCC(C)c1ccc(S(=O)(=O)N2CCN(S(=O)(=O)c3ccc(NC(C)=O)cc3)CC2)cc1 (stereo not given)	20	8	1%	-3%	-11%	-4	-1%
COC(=O)c1cc(S(=O)(=O)N2CCC(c3ccccc3)C2)c[nH]1 (stereo not given)	-38	2	-15%	/	-3%	9	-6%
COc1ccc(CCNC(=O)CSc2nnc(NC(C)=O)s2)cc1OC	15	8	-41%	-3%	9%	-2	-6%
CN(C)C1=NC[C@H](Cc2ccccc2)N1CC1CCCCC1	-22	/	17%	/	54%[activator]	/	-3%
C/C=C\C=C/C(=O)Nc1cccc(C2=NOC3(C2)C[C@H](C(N)=O)N(C(=O)CC)C3)c1 (stereo not given in full)	?	-2	65%[activator]	-19%	-13%	0	1%
CCC(OC(=O)CCc1nc2ccccc2[nH]c1=O)C(=O)c1ccccc1 (stereo not given)	-22	1	-24%	-2%	-9%	-8	-14%
CCOc1ccc(CNCCc2ccc(S(N)(=O)=O)cc2)cc1	-1	-6	-29%	-1%	-13%	-1	-9%
COC(=O)c1cc(C)sc1NC(=O)CCCC(=O)O	3	-6	-18%	2%	1%	-2	-15%
CCOC(=O)N1CCN(C(=O)Cn2cc3c(n2)CCCC3)CC1	-6	-15	-12%	5%	-2%	7	?
O=C(Cc1c(O)c2ccccc2oc1=O)c1ccc(F)cc1	-6	/	-37%	/	2%	/	-6%
COc1cc(NC(=O)c2ccc(C)cc2)c(OC)cc1NC(=O)CN1CCOCC1	-8	24	18%	-5%	8%	1	?
Cc1cc(C)c(-c2csc(NC(=O)/C=C/c3cccs3)n2)c(C)c1	-100*	-10	-34%	-4%	-1%[2.32 µM]	-5	2%
Cc1nc(-c2ccc(S(=O)(=O)NCC3CCN(C(=O)OC(C)(C)C)CC3)s2)cs1	4	30	44%	-2%	-18%	1	4%
Cc1cc(NC(=O)Nc2ccc(F)cc2)no1	-6	69*	-8%	/	9%	26*	-10%
Cc1cc(NC(=O)Cn2nnc3sc4c(c3c2=O)CCCC4)no1	10	12	-13%	-2%	-1%	-2	-1%
O=C(NNC(=O)c1ccccc1O)c1ccc(S(=O)(=O)Nc2ccccc2F)cc1	-4	/	-35%	/	52%[activator]	/	-17%
CCC1(c2ccc(N)cc2)CCC(=O)NC1=O (stereo not given)	-27	/	/	-3%&0%	-6%	/	/
CCOC(=O)CSc1nc(C)c(C(C)=O)cc1C(N)=O	-12	-10	-9%	5%	12%	-1	2%
O=C(c1ccccc1)c1cccn1CC(=O)N1CCN(c2ccc(F)cc2)CC1	-20	-9	25%	0%	-14%	-1	1%
CC(=O)Nc1ccc(NC(=O)CSc2nc3ccccc3o2)cc1	0	115*	-15%	4%	17%	17*	-4%
COc1ccc(-c2nnn(Cc3ccccc3)n2)cc1	128	86*	-10%	5%	-3%	44*	1%
COc1ccc([C@H]2CC(=O)C=C(c3cc(C(F)(F)F)cc(C(F)(F)F)c3)C2)cc1	69	/	-14%	/	-3%	/	9%
O=C(Nc1ccc2oc(-c3ccccc3Cl)nc2c1)c1ncn[nH]1	126	113*	-16%	3%	?	43*	0%
CCCCc1ccc(NC(=O)N2CCN(c3cc(C)nc4ccccc34)CC2)c(C)c1	/	-4	-9%	6%	8%	-1	-2%
CCOc1ccc(C(=O)NCCCN2CCOCC2)cc1OCC	-19	-7	-9%	0%	13%	-2	-3%
O=C(Nc1ccc(C2CCCCC2)cc1)C1CCCN(c2ncccn2)C1 (stereo not given)	-8	20	-11%	8%	17%	5	4%
NC(=O)COC(=O)CC12CC3CC(CC(Br)(C3)C1)C2	-11	-3	-5%[2.29 µM]	0%	-3%	1	0%
COc1cccc(CN2CCN(Cc3[nH]c4ccccc4c3C)CC2CCO)c1 (stereo not given)	-25	-18	203%[activator]	-3%	-7%	-4	1%
CC1CCN(C(=O)COC(=O)CCC(=O)c2ccc(Cl)cc2)CC1	29	/	29%	/	-6%	/	/
Cc1c(NS(=O)(=O)c2ccc(N=NN(C)C)cc2)c(=O)n(-c2ccccc2)n1C	29	15	-15%	10%	-4%	-2	-9%
CCCC(=O)Nc1cccc(NC(=O)c2ccc([N+](=O)[O-])cc2Cl)c1	?	2	-23%	-4%	0%	0	3%
CC1CCN(Cc2nc(Cl)c3c4c(sc3n2)CCC4)CC1	24	33	-30%	2%	-2%	25*	0%
CCc1ccc(OCCn2ccnc2)cc1	-27	18	-5%	25µM*	-1%	-1	-10%
COc1cc(C(=O)NCC(=O)N/N=C/c2ccco2)cc(OC)c1OC	-13	-2	-7%	-3%	11%	-2	?
Cc1cc(C)c(S(=O)(=O)c2ccccc2F)c(=O)[nH]1	-25	9	-16%	4%	-1%	-1	-3%
CCC(C)N(C(=O)CCC(=O)Nc1cc(C)on1)C(C(=O)NC(C)(C)C)c1ccccc1Cl (stereo not given)	-2	-9	105%[activator]	8%	-3%	-2	1%
CN(C)C(=O)CCc1nc2sc3c(c2c(=O)[nH]1)CCCC3	6	-17	-17%	5%	-3%	-1	2%

Quoted at random: three compounds from above.
SMILES	HCMV antiviral	Shiga toxin inh	AmpC inh no detg	FBPA Giardia inh	AMA1 RON2 block	Cycloheximide cs	AmpC detergent
CCc1ccc(OCCn2ccnc2)cc1	-27	18	-5%	25µM*	-1%	-1	-10%
CCCC(=O)Nc1cccc(NC(=O)c2ccc([N+](=O)[O-])cc2Cl)c1	?	2	-23%	-4%	0%	0	3%
CCCCc1ccc(NC(=O)N2CCN(c3cc(C)nc4ccccc34)CC2)c(C)c1	/	-4	-9%	6%	8%	-1	-2%

Remaining list, next part
SMILES	HCMV antiviral	Shiga toxin inh	AmpC inh no detg	FBPA Giardia inh	AMA1 RON2 block	Cycloheximide cs	AmpC detergent
O=C(CNc1cccc2ccccc12)N/N=C/c1ccc(OC(=O)/C=C/c2ccco2)cc1	-7	-12	-55%	-13%	-11%	1	?
Cc1cnc(=O)[nH]c1SCC(=O)c1ccc(F)cc1	5	4	-26%	1%	0%	7	-11%
Oc1[nH]c2c(Cl)cc(Cl)cc2c1N=NC(=S)NCC1CCCO1 (stereo not given)	-68*	-16	-24%	2%	51%[activator]	-3	?
Cc1cccc(CCNC(=O)C2CCC(CNc3c(N4CCCC4)c(=O)c3=O)CC2)c1 (stereo not given)	-12	-11	-20%	1%	-1%	-6	-4%
CN(C)C(=O)c1ccccc1NC(=O)Cc1cccc2ccccc12	23	-8	-10%	2%	2%	0	-6%
CCCCNC(=O)CN1C(=O)NC2(CCOc3ccccc32)C1=O (stereo not given)	-1	-5	1%	10%	-20%	-7	?
Cc1cc(/C(N)=N/OC(=O)Nc2ccccc2)no1	54	42*	-11%	8%	-14%	24*	-2%
COc1ccc(NC(=O)Nc2c(SC)nsc2SC)cc1	-25	3	-30%	-2%	8%	5	3%
COc1ccccc1N(C)S(=O)(=O)c1ccc(C(=O)Nc2cc(F)ccc2C)cc1	0	/	-46%	/	4%	/	/
Fc1ccc2cc(-c3cccnc3)ncc2c1	0	/	-5%	/	-1%	/	/
O=C(/C=C/c1ccc(F)cc1)NC(=S)Nc1ccccc1O	0	31	-36%	-7%	49%[activator]	10	2%
CCSc1nc2ccccc2c(=O)n1CCc1ccc(OC)c(OC)c1	?	2	75%[activator]	-6%	-8%	-2	-13%
CCN(C(=O)COC(=O)C1CCN(S(=O)(=O)c2c(Cl)cccc2Cl)CC1)C1CCCCC1	-36	-6	38%	/	8%	1	4%
O=C(NCCc1c[nH]c2ccccc12)c1ccc2nc[nH]c2c1	19	/	-9%	/	-1%	/	1%
COc1cc2c(cc1OC)C(c1cc([N+](=O)[O-])ccc1O)NCC2 (stereo not given)	3	-5	1%	-9%	0%	8	3%
CCCCN(C(=O)c1sc2nc3n(c(=O)c2c1C)CCC3)c1c(N)n(CC(C)C)c(=O)[nH]c1=O	-11	/	-16%	/	-2%	/	?
COc1ccc2sc(-c3ccc(N(C)C)cc3)c(C#CC(C)(C)O)c2c1	20	/	40%	/	13%	/	6%
O=C(Nc1cc(=O)[nH]c2ncnn12)c1ccccc1F	0	-3	22%	-14%	6%	1	-8%
CC(C)(C)C(=O)Nc1nnc(SCC(=O)NC2CC2)s1	11	-2	-7%	-1%	2%	-4	-4%
Cc1nn(-c2ccccc2)c(Cl)c1C(=O)OCC(=O)N(C)c1c(N)n(Cc2ccccc2)c(=O)[nH]c1=O	-9	/	151%[activator]	/	-8%	/	?
Cc1cccc(NC(=S)N/N=C/C(C)c2ccccc2)c1C (stereo not given)	15	-5	-7%[2.29 µM]	-8%	50%[activator]	11	-13%
Cc1ccc(-c2ccc(S(=O)(=O)N3CCCC3)cc2)cc1	13	-5	-11%	1%	-4%	-4	-9%
Cc1ccc(C)c(OCC(=O)OCC(=O)Nc2c(C)nn(-c3ccccc3)c2C)c1	-11	/	139%[activator]	/	-16%	/	5%
COc1cc(N(C)C)cc(CN(C)CCc2ccc([N+](=O)[O-])cc2)c1O	/	20	/	7.9µM*	/	7	/
CN(C)Cc1c(C(=O)N/N=C/c2ccncc2)nnn1-c1nonc1N	-34	-8	-2%	-5%	24%	-1	-6%
Cc1oc(-c2ccc(F)cc2)cc1-c1nn2c(-c3ccoc3C)nnc2s1	3	-4	-30%	0%	-7%	-2	-18%
O=C1c2ccccc2S(=O)(=O)N1CCOc1ccc(F)cc1	28	55	-16%	7%	-3%	21*	?
CCCCOc1ccc(C(=O)OCC(=O)Nc2cc(C)c(C)cc2[N+](=O)[O-])cc1	0	9	-12%	6%	-8%	-2	-8%
Cc1ccc(C)c(S(=O)(=O)NCc2ccc(C(=O)N3CCCCC3C)cc2)c1 (stereo not given)	-14	-10	55%	6%	-1%	-7	1%
COc1ccc(S(=O)(=O)/N=C2/C=CC(=O)C(C)=C2C)cc1	/	24	-54%	?	1%	-7	0%
CCN(C(=O)CN(C)Cc1c(F)cccc1Cl)c1c(N)n(Cc2ccccc2)c(=O)[nH]c1=O	-65*	-14	-12%	-4%	1%	-9	1%
CCOC(=O)c1sc2nccc(OC)c2c1N=CN(C)C	0	-12	-8%	1%	-1%	16	?
